Chronic BCR inh: chronic active BCR signaling inhibition | ABC-DLBCL IkBa-CBG/CBR reporter, luminescence ratio, 4 h | Potency, µM (doses to about 46.1 µM), for the others: at the top dose ratio change, negative = lower green/red ratio, most hits filed as inhibitors | 340,000 tested, 0.05% active; active means well fitted inhibition curve with a large enough effect in the signal ratio, with a control signal flat, not every such curve was filed as active; inconclusive means small, poorly fitted or top-dose-only effect, or effect the other way, or a change in a side signal; the % refers to the signal ratio;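 further: potency means the concentration at half of the fitted maximal effect; plate controls were basal doxycycline-induced cells for no effect and cells given 10 µM MG132 for full effect; MG132 reads +100%, hits lower the ratio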
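TMD8 human ABC-DLBCL cells with doxycycline-inducible IκBα–green luciferase fusion and unfused red luciferase, in 0.5% FBS medium; compounds up to 46 uM, 4 h at 37C. Green/red luminescence ratio, filter-overlap corrected, fitted to concentration-response curves.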
Tb PFK inh: inhibitors of T. brucei phosphofructokinase; O15648; T. brucei PFK, ADP-Glo luminescence; Potency, µM (highest dose often 57.5 µM), inactives show at the top dose activity, negative = inhibition, hits mostly inhibitors; 330,000 tested, 0.17% active; AID 485367;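 further: potency means the concentration at half of the fitted maximal effect; 0% = uninhibited 1x PFK enzyme wells and -100% = no-enzyme wells; nearly all actives have a fitted effect of over 60% in size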
Target sequence (O15648 whole entry, looked up): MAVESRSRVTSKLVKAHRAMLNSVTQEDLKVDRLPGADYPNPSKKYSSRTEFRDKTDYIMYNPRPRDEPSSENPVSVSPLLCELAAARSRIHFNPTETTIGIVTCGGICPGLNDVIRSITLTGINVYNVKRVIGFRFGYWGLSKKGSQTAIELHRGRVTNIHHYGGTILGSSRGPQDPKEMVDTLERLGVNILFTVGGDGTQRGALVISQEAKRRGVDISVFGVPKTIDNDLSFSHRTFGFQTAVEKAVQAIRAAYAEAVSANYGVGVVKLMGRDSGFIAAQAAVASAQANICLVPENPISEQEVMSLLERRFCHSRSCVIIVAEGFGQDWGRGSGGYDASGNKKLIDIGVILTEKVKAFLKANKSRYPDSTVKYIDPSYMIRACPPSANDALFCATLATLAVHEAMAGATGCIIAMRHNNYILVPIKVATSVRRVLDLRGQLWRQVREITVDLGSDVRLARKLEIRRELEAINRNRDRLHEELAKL
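Luminescent ADP detection (ADP-Glo, two-step: ATP depletion then ADP-to-ATP conversion for luciferase) reported PFK activity after 45 min room-temperature reaction of 1.25 nM enzyme with 0.5 mM F6P and 0.1 mM ATP at pH 8.0.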
uPA surface inh: inhibitors of cell surface uPA generation. Potency, µM (titrated, usually from 38.3 µM), for the others: top-dose activity change, negative = inhibition, hits mostly inhibitors. 330,000 tested, 0.31% active. AID 540303. cell surface uPA generation assay, qHTS; active means well fitted inhibition curve with a large enough effect; inconclusive means small, poorly fitted or top-dose-only effect; inactive means no such curve, though single readings can be large or run the other way; tested in mouse RAW 264.7 cells; further: potency means the concentration at half of the fitted maximal effect; on the % scale 0 is the no-effect control and ±100 the full control effect; nearly all actives have a fitted effect of over 55% in size
TSHR antagonist: human thyrotropin receptor antagonism; TSHR-expressing cells, TSH-stimulated cAMP HTRF, 2 h; active compounds read low; AID 504810; activity change, negative = inhibition, % at 11.5 µM; 330,000 tested, 0.2% active;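 active means activity change below a set negative limit, meaning inhibition stronger than a set level, cut at about -70% in these data; inconclusive means activity change between two set negative limits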; further: on the % scale 0 is the no-effect control and ±100 the full control effect
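Antagonism was scored as loss of TSH-driven cAMP in TSHR cells, stimulated with 4nM TSH (EC80) for 2 hours at 37 deg C and detected by homogeneous HTRF competition immunoassay.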
Eya2 phos inh: inhibitors of human Eya2 phosphatase activity; 330,000 tested, 0.006% active; recombinant Eya2, OMFP fluorescence dephosphorylation (OMFP is methylfluorescein phosphate); Potency, µM (highest dose often 76.9 µM), for the others: at the top dose activity, negative = inhibition, hits mostly inhibitors; further: potency means the concentration at half of the fitted maximal effect; on the % scale 0 is the no-effect control and ±100 the full control effect
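Eya2 (0.2 uM) preincubated 10 min at ambient with compound, then OMFP substrate added at 50 uM; 10 min reaction in 50 mM HEPES pH 7.5, 50 mM NaCl, 5 uM MgCl2, 0.05% BSA, 1 mM DTT. Fluorescence read at Ex 485/Em 525 nm.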
B2AR arrestin: recruits beta-arrestin to the human beta2-adrenergic receptor | P07550 | beta-arrestin recruitment to beta2AR, cell-based reporter | Potency, µM (titrated, usually from 46.1 µM), for the others: top-dose activation, usual class: activators | 330,000 tested, 0.02% active;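 further: potency means the concentration at half of the fitted maximal effect; 0% = DMSO controls and full agonism = EC100 isoproterenol or metaproterenol; nearly all actives have a fitted effect of over 65% in size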
Mito fusion yeast: blocks mitochondrial division or promotes mitochondrial fusion | S. cerevisiae fusion-defective mutant growth rescue, CellTiterGlo 48 h | Potency, µM (highest dose often 46.1 µM), without a hit: top-dose growth rescue (activation), actives largely listed as activators | 320,000 tested, 0.23% active | AID 485298;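 further: potency means the concentration at half of the fitted maximal effect; % of control where 0% means no effect; nearly all actives have a fitted effect of over 45% in size; temperature-sensitive fusion mutants such as fzo1-1 at 37 °C on non-fermentable ethanol glycerol medium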
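Growth-rescue viability read-out: after 48 h at the non-permissive 37C in glycerol/ethanol YPEG, yeast mitochondrial fusion mutants are measured by CellTiterGlo luminescence; compounds (23 nl pinned per well) restoring growth score as division inhibitors or fusion activators.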
PTAP TSG101 blk: blocks PTAP/TSG101 interaction to inhibit HIV-1 budding. AID 493005. 340,000 tested, under 10 active. Potency, µM (titrated, usually from 115 µM), without a hit: top-dose activity change, negative = inhibition, hits mostly inhibitors. Fluorescence polarization, FITC-PTAP peptide / Tsg101 binding. Q99816; active means well fitted inhibition curve with a large enough effect in the main read-out, with a control signal flat, not every such curve was filed as active; inconclusive means small, poorly fitted or top-dose-only effect, or effect the other way, or a change in a side signal; inactive means no such curve, though single readings can be large or run the other way; further: potency means the concentration at half of the fitted maximal effect; % of control where 0% means no effect
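Tsg101 binding domain (10 uM final) was mixed with compound and a FITC-labeled PTAP peptide (50 nM final) in HEPES pH 7.5 buffer with NaCl, Tween 20, EDTA and TCEP; fluorescence polarization was read after 20 min at r.t.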
TCR activator: activates T cell receptor signaling; primary human leukocytes, anti-CD3, IL-2 HTRF, 48 h; Potency, µM (doses to about 9.22 µM), without a hit: top-dose activation of IL-2 secretion, hits mostly activators; 330,000 tested, under 10 active; AID 504894; further: % of control where 0% means no effect
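Primary human leukocytes were stimulated with a-CD3 beads plus compounds for 48 hr without co-stimulation; secreted IL-2 was quantified by HTRF using a-IL-2-K (europium cryptate) and a-IL-2-d2, excited at 320nm with acceptor emission read at 665nm.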
ELG1 DNA repair: blocks ELG1-dependent DNA repair in HEK293T cells. HEK293T ELG1-luciferase reporter, luminescence, 16 h; DNA damage induced by 5-fluorouridine. Potency, µM (series often up to 46.1 µM), inactives show at the top dose activity change, negative = inhibition, usual class: inhibitors. 330,000 tested, 2.3% active; further: potency means the concentration at half of the fitted maximal effect; on the % scale 0 is the no-effect control and ±100 the full control effect; nearly all actives have a fitted effect of over 55% in size
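Overnight (16 hr) co-exposure of 2,000 cells/well to 5-fluorouridine and compound at 37 °C preceded detection. Luciferase was quantified via ONE-Glo luminescence; loss of signal denotes inhibition.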
USP2a block: blocks human ubiquitin-specific protease USP2a; 330,000 tested, 0.01% active; USP2 core, Ub-CHOP2 coupled fluorogenic reporter, 485/531; AID 463254; Potency, µM (series often up to 38.3 µM), inactives show top-dose activity change, negative = inhibition, hits mostly inhibitors;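 further: potency means the concentration at half of the fitted maximal effect; plate controls were DMSO wells for no effect and full inhibition by NEM control for full effect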
Target sequence (O75604 whole entry, looked up): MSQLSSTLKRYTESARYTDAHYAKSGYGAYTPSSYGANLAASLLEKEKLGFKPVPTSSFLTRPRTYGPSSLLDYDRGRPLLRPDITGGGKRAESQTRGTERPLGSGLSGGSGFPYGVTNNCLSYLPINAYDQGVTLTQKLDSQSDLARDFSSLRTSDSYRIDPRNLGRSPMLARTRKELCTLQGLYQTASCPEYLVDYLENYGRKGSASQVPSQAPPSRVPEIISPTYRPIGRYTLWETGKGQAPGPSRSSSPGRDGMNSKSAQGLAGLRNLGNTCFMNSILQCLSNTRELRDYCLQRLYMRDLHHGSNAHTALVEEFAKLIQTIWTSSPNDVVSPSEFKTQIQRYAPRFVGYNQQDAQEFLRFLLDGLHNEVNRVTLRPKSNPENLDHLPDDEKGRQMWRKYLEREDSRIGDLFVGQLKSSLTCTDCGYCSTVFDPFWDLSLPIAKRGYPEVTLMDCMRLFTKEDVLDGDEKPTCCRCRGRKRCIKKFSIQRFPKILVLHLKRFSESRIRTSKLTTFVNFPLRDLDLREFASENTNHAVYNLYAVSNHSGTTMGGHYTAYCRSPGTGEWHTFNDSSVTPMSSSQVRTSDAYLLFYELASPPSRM
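Cell-free coupled assay: 10nM USP2 core preincubated 30min RT with compound in Tris-HCl pH 8.0/CaCl2/CHAPS buffer, then 25nM Ub-CHOP2 and 25nM reporter substrate; fluorescence (Ex 485/Em 531) read after 60min RT, normalized to NEM inhibition, concentration-response curves fitted.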
* hit, by the source's call; u = inconclusive; x = no result given; [ ] = dose if it differs, or a comment. Unless noted, the call rests on the fitted dose curve; in most records, active means well fitted curve in the direction sought with a large enough effect; inconclusive means small, poorly fitted or top-dose-only effect, or another doubt; inactive means no such curve, though single readings can be large; an effect the other way counts as inactive or inconclusive.

SMILES	Chronic BCR inh	Tb PFK inh	uPA surface inh	TSHR antagonist	Eya2 phos inh	B2AR arrestin	Mito fusion yeast	PTAP TSG101 blk	TCR activator	ELG1 DNA repair	USP2a block
COCCCN1Cc2cccc(C(=O)O)c2C1=O	u	u	-2%	16	-7%	3.9%	-8%	1%	-4%	20%	1%
O=S1(=O)CC/C(=N\Nc2ccc(F)cc2)c2ccsc21	-20%	-18%	1%	-4	9%	-0.3%	6%	-2%	7%	2%	-4%
COC(=O)c1cn(C(=O)c2cc(C)cc(C)c2)c2ccccc12	u	0%	4%	12	1%	-0.6%	-1%	-1%	5%	5%	1%
CC(C)N(Cc1ccccc1)C(=O)CCS(=O)(=O)c1ccc2c(c1)oc(=O)n2C	2%	-8%	-12%	2	0%	0.0%	6%	-2%	0%	15%	2%
COc1ccccc1NC(=O)CC1C(=O)NCCN1C(=O)Nc1ccccc1 (configuration not stated)	-24%	-3%	x	-1	4%	0.2%	1%	-6%	-8%	2%	4%
CN1CCN(NC(=O)c2ccc(Cl)cc2Cl)CC1	2%	-2%	1%	24	2%	-0.4%	3%	-2%	9%[46.1 µM]	29%	3%
Cc1cc(OCC(=O)NCC2CCC(C(=O)O)CC2)c2c(C)c(C)c(=O)oc2c1 (configuration not stated)	-1%	2%	9%	14	4%	-0.3%	2%	-2%	7%	10%	2%
COc1cc(-c2c(-c3cc(OC)c(OC)c(OC)c3)noc2C)ccc1F	u	1%	u	-4	2%	0.6%	8%	-9%	1%	u	0%
CCOC(=O)C1(Cc2ccccc2Cl)CCN(C(=O)c2cc(C)on2)CC1	4%	2%	8%	9	4%	-1.0%	22%	-2%	-2%	u	-1%
COc1ccccc1C(c1nnnn1C(C)C)N1CCN(C(=O)c2ccco2)CC1 (configuration not stated)	-1%	-2%	-1%	6	-1%	-0.4%	-4%	-5%	-1%	2%	1%
COc1ccc(C)cc1Nc1nc(N)c2ccccc2n1	1%	8%	3%	8	16%	2.5%	-3%	-3%	-3%	10%	2%
C=CCOC(=O)C(=O)/C=C/c1coc2ccccc2c1=O	0%	-4%	-24%	-9	0%	0.5%	3%	-1%	-5%	22%	8%
CC(C)C(=O)Nc1ccc(C(=O)Nc2ccc(S(=O)(=O)N3CCOCC3)cc2)cc1	-1%	1%	-4%	-6	8%	-0.7%	0%	3%	-3%	u	-1%
O=C(c1ccccc1)c1cc2ccccc2oc1=O	0%	12%	-3%	3	4%	0.4%	-11%	-5%	-5%	u	-1%
COc1ccccc1C(=O)NC(=S)Nc1cccnc1Cl	u	0%	-15%	-19	-3%	0.1%	-6%	0%	9%	u	1%
CC(CN1CCOCC1)OC(=O)c1cccc(Br)c1 (configuration not stated)	-2%	2%	5%	-2	-11%	0.2%	0%	-3%	-3%	u	1%
O=C(/C=C/c1ccc(Br)o1)NCCCN1CCOCC1	7%	-1%	4%	13	5%	-0.4%	-2%	-2%	9%	3%	2%
COc1ccc(O)c(/C=N/NC(=O)c2cc(=O)[nH]c3ccccc23)c1	-1%	2%	u	7	-9%	0.2%	1%	-1%	-7%	-10%	0%
CC(Oc1ccc(Br)cc1)C(=O)NCC(c1cccs1)N1CCOCC1 (configuration not stated)	1%	-3%	2%	3	2%	0.4%	0%	1%	2%	1%	2%
COc1ccccc1N1CCN(CC(O)COc2ccc3c(c2)OCO3)CC1 (configuration not stated)	-12%	0%	5%	32	-25%	0.5%	14%	-6%	-1%	u	1%
Nc1nccnc1C(=O)OCC(=O)NCCc1ccc(Cl)cc1	7%	4%	-5%	8	3%	0.1%	-2%	1%	-1%	u	2%
CCOc1ccccc1N(C)C(=O)CCS(=O)(=O)c1ccc2c(c1)NC(=O)CO2	6%	-2%	3%	9	-7%	1.7%	11%	-2%	0%	12%	-2%
O=C(Nc1cc(Cl)ccc1O)C1CCCO1 (configuration not stated)	u	2%	-6%	1	3%	0.3%	-5%	-7%	5%	8%	4%
COc1ccc(N/C=C/C(=C(C#N)C#N)N(C)C)cc1	-8%	-6%	-2%	13	12%	0.3%	1%	-2%	-2%	-2%	2%
O=C(c1ccc(Cl)cc1)c1oc2ccccc2c1CS(=O)c1ccc(Cl)cc1 (configuration not stated)	-8%	0%	x	26	-21%	0.2%	5%	-2%	-2%	5%	1%
The list goes on.
SMILES	Chronic BCR inh	Tb PFK inh	uPA surface inh	TSHR antagonist	Eya2 phos inh	B2AR arrestin	Mito fusion yeast	PTAP TSG101 blk	TCR activator	ELG1 DNA repair	USP2a block
COc1ccc(C(O)(C(C)C)C(CN2CCOCC2)c2ccccc2)cc1 (configuration not stated)	-2%	-3%	u	-9	-17%	0.5%	12%	-2%	1%	u	1%
Cc1nc2c(ccc3nc(NC(=O)Cc4cccc5ccccc45)sc32)s1	u	-5%	-7%	-5	3%	-0.5%	11µM*	1%	-1%	5.2µM*	0%
CCCCOc1ccc(C(=O)N/C(=C/C=C/c2ccccc2)C(=O)NCCCO)cc1	1%	2%	0%	11	-8%	-0.1%	-4%	-3%	6%[46.1 µM]	12%	1%
CSc1ncccc1C(=O)NCc1ccccc1Cl	-4%	-3%	1%	0	-1%	-0.1%	-2%	-3%	0%	-2%	3%
CCCc1ccc(C(=O)CCC(=O)NNC(=O)c2ccncc2)cc1	3%	1%	-3%	-1	4%	0.2%	1%	-3%	-10%	9%	0%
CC(=O)c1ccc(N(C(=O)CNC(=O)c2ccco2)C(C(=O)NC2CCCC2)c2ccncc2)cc1 (configuration not stated)	0%	1%	5%	-93*	-6%	0.0%	-10%	1%	0%	-6%	-1%
COc1ccccc1C(=O)N1CCN(c2cccc(Cl)c2)CC1	u	-17%	-11%	10	1%	-0.2%	1%	-5%	1%	2%	2%
Cc1ccc(NC(=O)Cn2cnc3cc([N+](=O)[O-])ccc3c2=O)cc1	u	1%	4%	-1	-2%	-0.8%	-8%	-4%	-7%	-1%	3%
COc1cc(OC)c(NS(=O)(=O)c2cc3[nH]c(=O)c(=O)[nH]c3cc2C)cc1Cl	-7%	4%	-1%	0	6%	-0.2%	1%	-3%	4%	0%	4%
CCS(=O)(=O)N1CCC(C(=O)NCCCOC)CC1	15%	3%	1%	3	-8%	-0.2%	-1%	-5%	5%	7%	-1%
CCOc1ccc(NC2c3ccccc3C(=O)N2Cc2ccco2)cc1 (configuration not stated)	4%	5%	-16%	-7	-3%	2.6%	26%	-6%	0%[46.1 µM]	u	0%
O=C(CN1CCN(CC(=O)Nc2ccccc2F)CC1)Nc1cccc(F)c1	0%	u	0%	1	16%	-0.4%	-6%	-2%	-1%	27%	1%
O=C(NCc1ccccc1)c1cccc(S(=O)(=O)NCc2ccccc2)c1	1%	10%	3%	-2	-24%	-0.6%	-2%	-1%	1%[46.1 µM]	-8%	0%
Cc1ccc(S(=O)(=O)N(C)CC(=O)NCCCc2ccccc2)cc1	0%	3%	17%	0	1%	-0.1%	-1%	1%	3%	-20%	2%
COc1ccc(CCNC(=O)[C@@H](NC(=O)N2CCn3c2nc2ccccc23)C(C)C)cc1OC	14%	0%	-14%	12	-14%	0.0%	3%	-7%	2%	-22%	4%
Cc1cnc(C(=O)Nc2nnc(C3CC3)s2)cn1	6%	-7%	2%	1	-8%	-0.7%	4%	-1%	4%	u	1%
COc1ccc(Cl)cc1NC(=O)COC(=O)CCCN1C(=O)c2ccccc2C1=O	u	2%	5%	-6	-23%	0.3%	14%	-7%	0%[46.1 µM]	10%	0%
Cc1ccc(S(=O)(=O)NCc2ccccc2)cc1C(=O)N1CC(C)CC(C)C1 (configuration not stated)	-5%	0%	0%	-8	0%	2.8%	9%	0%	-1%	-18%	-4%
CCN(C(=O)Cn1cnc2ccccc2c1=O)C1CCS(=O)(=O)C1 (configuration not stated)	-1%	-8%	-5%	14	21%	-0.2%	-1%	-1%	-3%	u	0%
COC(=O)CCC(=O)CN	u	4%	2%	9	8%	0.4%	-3%	-8%	-2%	-11%	-1%
Cc1cccc(-c2nc(CS(=O)CC(=O)NC3CCCC3)c(C)o2)c1 (configuration not stated)	0%	-2%	0%	-5	18%	0.3%	-2%	-2%	-31%	-13%	1%
